Screening results from PubChem.
F508del corr: correctors of CFTR F508del function in bronchial epithelial cells | AID 720511 | CFBE cells, YFP halide quenching; stimulated with forskolin plus potentiator P3; % fluorescence drop versus neutral controls | hit rate 0.36% among 350,000 | activity (quench increase), % at 7.58 µM;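 active means mean added fluorescence quench of at least 8% versus neutral control, with both replicates also reaching 8%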;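 further: cells transiently co-express mutant CFTR-F508del with the halide-sensitive YFP; corrector assay measuring rescue of mutant channel to the surface after 24 h compound exposure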
ERAP1 inh: blocks human ERAP1 aminopeptidase activity; recombinant ERAP1, Leu-AMC fluorescence, 60 min; AID 652197; hit rate 0.15% among 340,000; inhibition, % at 10.7 µM;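 active means mean replicate inhibition of at least 30%, or all replicates individually reaching that 30% level; inactive means mean below 30% and not every replicate reaching it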;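 further: 0% = neutral control wells and 100% = L-leucinethiol positive control wells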
ARNT TACC3 PPI: disruptors of human ARNT/TACC3 interaction; AlphaScreen His-ARNT PAS-B/GST-TACC3 binding, luminescence; TACC3 fragment carries E629A point mutation; inhibition, % at 9.99 µM; Q9Y6A5; hit rate 0.66% among 390,000;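 active means mean inhibition of replicates at least 50% and at least half of replicates each reaching 50%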;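 further: 0% = complete ARNT plus TACC3 wells and 100% = ARNT alone without TACC3; many hits fall short of the cut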
RAD54 inh: inhibitors of human RAD54 branch migration | RAD54 Holliday junction branch migration, FAM/BHQ fluorescence | Q92698 | hit rate 0.14% among 360,000 | inhibition, % at 10.4 µM;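 active means mean normalized replicate activity at least 40 and at least half of replicates scoring 40 or more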;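 further: 0% = median of neutral control wells and 100% = median of positive control wells; inhibitors cause a drop in the FAM fluorescence signal; in these data hits start at about 50%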
Target sequence (Q92698 whole entry, looked up): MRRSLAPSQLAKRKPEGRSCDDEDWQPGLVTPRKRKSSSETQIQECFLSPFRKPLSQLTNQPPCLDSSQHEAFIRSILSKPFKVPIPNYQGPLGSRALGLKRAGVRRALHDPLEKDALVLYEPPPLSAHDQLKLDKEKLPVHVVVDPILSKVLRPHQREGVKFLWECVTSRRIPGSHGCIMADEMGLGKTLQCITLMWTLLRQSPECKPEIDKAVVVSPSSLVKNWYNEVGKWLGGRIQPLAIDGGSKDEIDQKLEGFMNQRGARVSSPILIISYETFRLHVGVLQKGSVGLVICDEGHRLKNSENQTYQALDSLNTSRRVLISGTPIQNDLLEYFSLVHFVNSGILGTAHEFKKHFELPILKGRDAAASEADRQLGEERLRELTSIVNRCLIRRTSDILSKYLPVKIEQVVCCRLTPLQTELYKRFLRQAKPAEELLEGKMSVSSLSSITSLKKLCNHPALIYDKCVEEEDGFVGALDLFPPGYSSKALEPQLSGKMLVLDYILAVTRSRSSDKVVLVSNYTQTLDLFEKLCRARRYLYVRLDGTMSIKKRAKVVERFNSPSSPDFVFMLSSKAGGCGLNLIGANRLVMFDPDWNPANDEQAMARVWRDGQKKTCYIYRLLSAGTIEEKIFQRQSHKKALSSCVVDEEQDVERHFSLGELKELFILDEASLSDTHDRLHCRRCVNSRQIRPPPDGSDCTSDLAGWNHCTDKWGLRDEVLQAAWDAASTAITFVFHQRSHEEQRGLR
esBAF inh: SWI/SNF esBAF complex inhibition. mouse ES cells, Bmi1-luciferase knock-in reporter, 24 h; 100% = twice the neutral-well signal. hit rate 2% among 350,000. AID 602393. reporter increase, % at 12.5 µM; in the data active means activation above about 40%;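 further: 0% = median of the plate's neutral control wells and 100% = double that signal; a rise in the Bmi1 reporter signal indicates esBAF inhibition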
XiGFP reactiv: reactivates the inactive X chromosome in mouse fibroblasts | AID 743238 | activation, % at 7.58 µM | hit rate 0.055% among 360,000 | XiGFP mouse fibroblasts, % GFP-positive cells imaging, 3 d; cells co-treated with 5-aza-dC sensitizer; scaled so ellipticine positive control = 100%;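 active means mean normalized replicate activation at least 10% and every replicate at or above 10%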;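 further: 0% = median of on-plate neutral control wells and 100% = ellipticine 6 µM median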
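Assay system: SV40-immortalized XiGFP fibroblast cells, line 68-5-11; buffer or medium: DMEM plus 5-aza-dC sensitizer; compound: one concentration, pinned; timing: compounds 3 days, fix/stain 15 min at room temperature; benchmarks: positive control ellipticine, 6 µM final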
INS-1E GSIS act: primary screen for activators of insulin secretion dependent on glucose, INS-1E cells, GLuc reporter luminescence. INS-1E GLuc reporter insulin secretion, 2-3 h. activation, % at 16.6 µM. hit rate 0.61% among 370,000;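 active means lowest replicate activation of at least 40%, so every replicate reaches that level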;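 further: 0% = median of neutral control wells and 100% = median of IBMX positive control wells; some compounds called inactive have numbers as strong as hits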
RAD52 inh: blocks human RAD52 DNA annealing | recombinant RAD52 DNA annealing, FRET fluorescence | inhibition, % at 18.7 µM | hit rate 0.46% among 360,000 | AID 651710;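 active means every replicate showing at least 50% inhibition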
Starred values were filed as active, the others as inactive; / = no result given. Random draw from the library. Share with any hit: about 3.3%.

Fields: F508del corr, ERAP1 inh, ARNT TACC3 PPI, RAD54 inh, esBAF inh, XiGFP reactiv, INS-1E GSIS act, RAD52 inh
- CCCCC(Nc1ncnc2ccccc12)C(=O)O (stereo unspecified)
→ /, /, -0.8, -10.6, -1.5, /, 6.1, /
- O=C(NN1C(=O)/C(=C/C=C/c2ccco2)SC1=S)c1ccccc1O
→ -1.1, -0.2, 44.9, -17.0, -6.3, -0.1, 11.7, -213.6
- COc1ccc(S(=O)(=O)N(C)C[C@@H]2Oc3ccc(NC(=O)CCN4CCOCC4)cc3C(=O)N([C@H](C)CO)C[C@H]2C)cc1
→ -1.4, -1.9, -5.1, 1.4, 4.9, 0.2, 5.4, -5.6
- COc1ccc(Cl)cc1N(CC(=O)Nc1ccc2c(c1)OCO2)S(C)(=O)=O
→ /, /, 2.2, 7.2, 0.9, /, 7.8, /
- CCOC(CNc1ncnc2sc(-c3ccccc3)cc12)OCC
→ 3.5, 3.8, 2.2, 9.8, 21.4, 0.0, 0.2, -20.6
- C[C@H]1CN([C@@H](C)CO)C(=O)c2cc(NS(=O)(=O)c3ccc(F)cc3)ccc2O[C@H]1CN(C)Cc1ccncc1
→ -1.0, 0.3, -16.0, 12.0, -0.2, 0.1, -1.0, 9.4
- Cc1cc(C)c(S(=O)(=O)c2c(C)cccc2C)c(Cl)n1
→ /, /, -9.7, 10.0, 0.3, /, 2.8, /
- O=C(O)c1ccc2cccnc2n1
→ /, /, 13.3, -9.1, -0.9, 0.0, 3.8, /
- C[C@H]1CN=C(Nc2ccccc2)N1CC1CCCCCC1
→ -1.5, -1.0, -0.4, 1.5, 3.3, 0.0, 0.2, -14.5
- CC(C(=O)Nc1ccc(C#N)cc1)N(C)CC(=O)Nc1cccc(F)c1 (stereo unspecified)
→ -1.7, -0.2, 9.9, -8.7, 10.2, 0.0, 12.4, -1.3
- O=C(NCC[C@@H]1CC[C@H](NS(=O)(=O)Cc2ccccc2)[C@@H](CO)O1)C1CCCCC1
→ -4.9, -1.9, 0.1, -6.4, -1.1, 0.4, 5.9, 1.9
- COCC(=O)N1CCCCN2[C@H](C1)[C@H](c1ccc(-c3ccc(C)cc3)cc1)[C@@H]2CO
→ 0.0, -2.4, -7.1, -7.0, 2.7, 0.1, 4.7, -5.0
- CC1CCN(S(=O)(=O)c2ccc3[nH]c(=O)[nH]c3c2)CC1
→ 0.1, -3.8, /, -9.1, -0.7, 0.0, 22.2, -17.8
- OCc1nc2ccccc2n1Cc1ccc(Cl)cc1
→ 1.3, -0.1, -9.5, -6.5, -0.2, 0.1, -17.0, 1.2
- O=C(Nc1ccncc1)c1cc(-c2ccccc2)nc2ccccc12
→ 1.0, 5.0, /, -0.2, -7.3, 0.0, -34.5, 3.2
- COc1ccc(Cl)cc1NS(=O)(=O)c1cccc(C(=O)NCC(C)(C)N2CCOCC2)c1
→ -3.2, 1.4, 1.4, -14.6, -6.0, -0.1, -0.1, -7.3
- COc1ccc(-c2cc(=O)oc3cc(OC(C)C(=O)NCCCn4ccnc4)ccc23)cc1 (stereo unspecified)
→ 1.2, 5.8, 2.8, 2.9, -24.8, /, 0.1, 3.5
- Cc1cccc[n+]1CC(=O)Nc1cccc([N+](=O)[O-])c1
→ -0.2, -1.4, -4.5, /, /, 0.0, 8.6, 2.0
- COc1ccc(NC(=O)Nc2ccc3c(c2)C(=O)N([C@H](C)CO)C[C@@H](C)[C@@H](CN(C)S(=O)(=O)c2c(C)noc2C)OCCCC[C@H](C)O3)cc1
→ -0.9, 0.3, /, /, /, 0.0, 3.9, 3.0
- Cc1cccc(C)c1NC(=O)CSc1ncnc2[nH]ncc12
→ -0.8, 0.9, -3.2, /, /, -0.1, -18.6, -7.6
- Cc1ccc(S(=O)(=O)Nc2cccc3c2O[C@@H](CN(C)S(=O)(=O)c2cccs2)[C@@H](C)CN([C@@H](C)CO)C3=O)cc1
→ 1.5, -1.3, 0.1, -3.9, -2.2, 0.2, -10.3, -17.6
- S=C(Nc1ccc(Nc2ccccc2)cc1)N1CCN(c2ncccn2)CC1
→ 0.2, -4.2, 5.1, /, /, 0.0, 11.8, -7.5
- CO[C@@H]1CN(C)C(=O)c2cc(NC(=O)Nc3c(C)noc3C)ccc2OC[C@@H](C)N(CC2CC2)C[C@H]1C
→ 2.7, /, -3.1, 12.5, -2.7, -0.4, /, -4.5
- COC(=O)c1ccc(CN2C(=O)NC3(CCC(C)CC3)C2=O)o1 (stereo unspecified)
→ /, /, -1.7, -1.2, 1.5, /, 16.7, /
- Cc1ccc(C(=O)NCC(=O)NCC(c2cccs2)N2CCOCC2)cc1C (stereo unspecified)
→ -1.6, -3.5, 3.8, -6.9, -0.4, 0.0, -0.2, -10.6
- O=C(C1CCCN(S(=O)(=O)c2ccc(F)cc2)C1)N1CCCCC1 (stereo unspecified)
→ 4.9, 6.0, -7.5, /, /, 0.0, -12.8, -9.7
- COc1ccccc1C1N=C(c2ccccc2C)NO1 (stereo unspecified)
→ 0.2, 2.3, -3.0, -4.1, /, 0.0, 9.4, -8.4
- COc1ccccc1CNC(=O)COC(=O)c1ccc(N2CCCC2=O)cc1
→ -1.6, 4.6, -3.8, 0.2, 2.2, 0.0, 2.0, -6.9
- O=C(c1ccccc1)c1ccc2nc(Nc3ccccc3)c3nncn3c2c1
→ -1.2, -0.9, -22.2, -8.6, /, 0.1, 8.6, -13.8
- CC=Cc1ccc2n(c1=O)C[C@H]1[C@H](CO)[C@@H](C(=O)NCCc3ccncc3)[C@@H]2N1CCc1ccccc1 (mixture of isomers)
→ 1.5, 0.3, /, /, /, 0.1, 13.8, -19.0

Some of the entries so far, with each value named.
COc1ccc(Cl)cc1NS(=O)(=O)c1cccc(C(=O)NCC(C)(C)N2CCOCC2)c1
  F508del corr = -3.2	ERAP1 inh = 1.4	ARNT TACC3 PPI = 1.4	RAD54 inh = -14.6	esBAF inh = -6.0	XiGFP reactiv = -0.1	INS-1E GSIS act = -0.1	RAD52 inh = -7.3
COc1ccc(-c2cc(=O)oc3cc(OC(C)C(=O)NCCCn4ccnc4)ccc23)cc1 (stereo unspecified)
  F508del corr = 1.2	ERAP1 inh = 5.8	ARNT TACC3 PPI = 2.8	RAD54 inh = 2.9	esBAF inh = -24.8	XiGFP reactiv = /	INS-1E GSIS act = 0.1	RAD52 inh = 3.5

Remaining list, next part:
Molecule	F508del corr	ERAP1 inh	ARNT TACC3 PPI	RAD54 inh	esBAF inh	XiGFP reactiv	INS-1E GSIS act	RAD52 inh
CCOc1c2ccc(C(=O)NCCc3ccc(C)cc3)cc2nn1CC	-0.1	-1.6	/	2.2	3.8	0.0	-3.5	-13.0
Cc1ccc2nc(-c3ccncc3)cc(C(=O)NCCc3ccc(F)cc3)c2c1	-0.1	-0.3	-6.1	/	/	0.1	-1.9	-21.1
O=C(c1cccnc1)N1CC(=O)N2[C@@H](CO)[C@@H](c3ccc(-c4ccccc4F)cc3)[C@@H]2C1	-1.0	-0.6	/	/	/	0.0	7.3	-8.8
NC(=O)c1c(NC(=O)c2ccc(N3C(=O)CCC3=O)cc2)sc2c1CCCC2	1.9	0.3	35.6	0.8	3.1	0.2	5.6	-17.4
O=C(CCCN1C(=O)c2cccnc2Oc2ccc(Cl)cc21)N1CCCCC1	3.6	-0.9	-4.8	2.7	-3.6	0.0	25.5	-4.3
Cc1cccc(Nc2cc(C)c3c(O)cccc3n2)c1C	4.1	/	37.4	-8.6	60.3*	0.0	-1.0	-71.9
COc1ccc(NC(=O)NCCCCc2ccccc2)cc1OC	1.8	-2.6	1.1	3.3	/	0.1	5.6	-12.9
O=C(C[C@@H]1CC[C@H]2[C@@H](COC[C@H](O)CN2C(=O)c2cnccn2)O1)NCc1ccccc1	-0.4	1.0	2.2	-2.9	-3.3	0.0	11.1	1.6
CCN(CC(=O)Nc1cc(Cl)ccc1C)C(=O)CCOc1ccc(C)cc1	-0.2	0.3	-2.7	5.8	-4.4	0.1	-41.4	-7.3
CC(C)CC#Cc1ccc2c(c1)O[C@@H](CN(C)CC1CC1)[C@@H](C)CN([C@H](C)CO)S2(=O)=O	-0.3	0.3	30.9	-6.7	-8.3	-0.8	25.1	3.3
CCC(=O)N1CC(=O)N2[C@H](C1)[C@H](c1ccc(-c3ccc(C#N)cc3)cc1)[C@@H]2CO	1.6	1.3	/	/	/	0.0	-9.8	2.6
CO[C@@H]1CN(C)C(=O)c2cc(NC(=O)NC(C)C)ccc2OC[C@@H](C)N(C(=O)NC(C)C)C[C@H]1C	/	-0.3	-3.6	8.8	-0.9	0.4	-5.3	6.8
CC(C)NC(=O)N(C)C[C@@H]1OCCCC[C@H](C)Oc2ccc(NC(=O)Nc3ccc(C(F)(F)F)cc3)cc2C(=O)N([C@@H](C)CO)C[C@H]1C	1.7	-0.5	-5.6	5.3	1.6	0.0	15.4	-4.1
Cc1ccc(S(=O)(=O)N2CCOCC2)cc1NC(=O)c1cc([N+](=O)[O-])ccc1N1CCOCC1	-2.4	1.4	0.9	/	/	0.1	11.3	-10.1
C[C@@H]1CN([C@H](C)CO)C(=O)c2cccc(NC(=O)C3CCOCC3)c2O[C@@H]1CN(C)S(=O)(=O)c1ccccc1	-1.1	0.6	-2.4	6.7	4.8	0.0	4.9	3.6
CCCc1n[nH]c(=O)c2c1nnn2Cc1ccccc1F	-2.6	-0.2	-9.3	1.1	6.7	0.0	32.4	-12.1
CCc1cc(C(=O)Nc2ncccc2O)sc1C	-5.9	-2.2	12.1	-1.1	/	-0.1	15.2	-6.4
CC1CCN(c2ccc(N3C(=O)C4CCCCC4C3=O)cc2[N+](=O)[O-])CC1 (stereo unspecified)	/	-0.8	-4.8	-4.4	16.8	0.0	10.2	-4.7
Cc1nc2ccc(Nc3ccncc3)cc2s1	0.4	/	2.8	11.6	-4.4	-0.4	9.0	-6.1
NC(=O)C1CCN(c2oc(-c3cccs3)nc2S(=O)(=O)c2ccc(Br)cc2)CC1	-3.1	-1.2	-4.9	-4.8	-2.8	-0.1	-1.7	-1.4

Looked up above:
Entry for O=C(Nc1ccncc1)c1cc(-c2ccccc2)nc2ccccc12 under RAD54 inh: -0.2
Entry for COc1ccccc1CNC(=O)COC(=O)c1ccc(N2CCCC2=O)cc1 under XiGFP reactiv: 0.0

Carrying on:
Molecule	F508del corr	ERAP1 inh	ARNT TACC3 PPI	RAD54 inh	esBAF inh	XiGFP reactiv	INS-1E GSIS act	RAD52 inh
CC(=O)N(c1ccc(N(C(C)=O)S(=O)(=O)c2ccccc2)cc1)S(=O)(=O)c1ccccc1	-0.1	-3.6	/	5.6	-4.9	0.0	-40.4	-7.4
Cc1cc(C(=O)COC(=O)CNC(=O)c2ccc(F)cc2)c(C)n1Cc1ccco1	0.1	-2.8	1.2	/	/	0.0	/	-32.3
Cc1cc(C(=O)NCc2ccc(Cl)cc2)n(-c2ccccc2)n1	-2.3	-4.0	-2.1	/	-6.9	0.1	4.9	-6.4
CN(C)c1ccc(C=C(C#N)C(=O)c2ccccc2)cc1Br	2.8	2.4	/	/	/	0.3	15.0	-162.4
